# Assay outcomes: PubChem, several laboratories
# Mtb UGM inh = inhibitors of M. tuberculosis UDP-galactopyranose mutase. 320,000 compounds, 0.06% hits. AID 504406. inhibition, % at 10 µM. purified UGM, fluorescence polarization probe displacement. P9WIQ1; in the data active means inhibition above about 10%, passing the limit was not always enough; inconclusive means no clear call, values can overlap the other calls
# MazF activator = MazEF (E. coli) toxin RNase activation; FAM/BHQ RNA-DNA oligo cleavage fluorescence, 5 h; 350,000 compounds, 0.32% hits; P0AE70; activation, % at 20 µM; in the data active means activation above about 50%
# Target sequence (P0AE70 whole entry, looked up): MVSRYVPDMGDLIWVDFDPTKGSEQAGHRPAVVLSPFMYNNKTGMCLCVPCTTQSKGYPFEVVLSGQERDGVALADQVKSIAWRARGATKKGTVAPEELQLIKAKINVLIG
# Rv3671c protease = inhibits the M. tuberculosis serine protease Rv3671c. P9WHR9. inhibition, % at 5.96 µM. 320,000 compounds, 0.048% hits. AID 2606; in the data active means inhibition above about 38%;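 further: extracellular domain of Rv3671c used as enzyme; 0% = enzyme with DMSO and 100% = no enzyme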
# Target sequence (P9WHR9 whole entry, looked up, the tested form may be a part): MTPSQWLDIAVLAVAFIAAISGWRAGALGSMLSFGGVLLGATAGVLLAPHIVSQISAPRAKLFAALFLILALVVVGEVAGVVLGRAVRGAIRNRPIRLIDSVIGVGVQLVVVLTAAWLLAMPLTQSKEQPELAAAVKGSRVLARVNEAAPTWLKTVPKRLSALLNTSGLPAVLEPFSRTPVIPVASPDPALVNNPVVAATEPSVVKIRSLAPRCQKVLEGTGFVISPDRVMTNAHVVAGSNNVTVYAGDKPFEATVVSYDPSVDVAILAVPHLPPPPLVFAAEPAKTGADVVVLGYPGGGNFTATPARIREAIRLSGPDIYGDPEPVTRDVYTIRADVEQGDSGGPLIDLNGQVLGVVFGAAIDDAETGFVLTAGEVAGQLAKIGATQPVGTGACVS
# GDH-TPI counter = counter-screen for M. tuberculosis FBA inhibitors: GDH-TPI coupled enzymes | inhibition, % at 4.8 µM | GDH-TPI coupled enzyme counterscreen, NADH absorbance | AID 588335 | 360,000 compounds, 1.2% hits; in the data active means inhibition above about 30%;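 further: 0% = DMSO wells and 100% = wells lacking the enzyme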
# BioA inh = blocks M. tuberculosis BioA enzyme activity; purified M. tuberculosis BioA enzyme, plate reader; inhibition, % at 9.99 µM; AID 602481; 360,000 compounds, 0.096% hits; in the data active means inhibition above about 40%; inconclusive means no clear call, values can overlap the other calls
# FadD28 FP inh = blocks FadD28 binding to the bisubstrate probe; 360,000 compounds, 0.22% hits; fluorescence polarization; inhibition, % at 12.5 µM; in the data active means inhibition above about 8.5%, passing the limit was not always enough; inconclusive means no clear call, values can overlap the other calls
# PrPC surface inh = reduces human prion protein on the cell surface. P04156. cell surface PrPC, TR-FRET read-out. inhibition, % at 13.8 µM. 370,000 compounds, 0.43% hits; in the data active means inhibition above about 24%; further: 0% = median of the test wells and 100% = reference compound wells
# BoNT F protease = blocks Botulinum neurotoxin F light chain protease; inhibition, % at 10 µM; AID 588497; 360,000 compounds, 0.22% hits; Multiplex microsphere protease cleavage assay, flow cytometry; in the data active means inhibition above about 35%, passing the limit was not always enough; inconclusive means no clear call, values can overlap the other calls; further: plate controls were buffer without enzyme for full effect and enzyme alone for no effect
# Mtb FBA inh = inhibitors of M. tuberculosis fructose-bisphosphate aldolase; P9WQA3; purified M. tuberculosis FBA, fluorescence read-out; inhibition, % at 1 µM; AID 588726; 360,000 compounds, 2.3% hits; in the data active means inhibition above about 27%;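 further: 0% = vehicle and 100% = reference inhibitor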
# Target sequence (P9WQA3 whole entry, looked up): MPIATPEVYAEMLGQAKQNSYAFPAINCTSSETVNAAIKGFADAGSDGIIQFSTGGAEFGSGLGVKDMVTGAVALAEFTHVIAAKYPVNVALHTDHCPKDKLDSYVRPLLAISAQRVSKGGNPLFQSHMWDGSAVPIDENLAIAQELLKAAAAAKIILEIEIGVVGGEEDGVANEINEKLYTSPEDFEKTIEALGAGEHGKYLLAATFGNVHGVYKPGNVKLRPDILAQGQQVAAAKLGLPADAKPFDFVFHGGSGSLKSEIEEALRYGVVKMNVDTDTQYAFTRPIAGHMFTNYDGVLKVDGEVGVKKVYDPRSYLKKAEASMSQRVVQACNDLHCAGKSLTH
# Active calls of the source: *; ? = inconclusive; / = no result given.
SMILES,Mtb UGM inh,MazF activator,Rv3671c protease,GDH-TPI counter,BioA inh,FadD28 FP inh,PrPC surface inh,BoNT F protease,Mtb FBA inh
O=C(CCN1C(=O)c2ccccc2C1=O)Nc1ccc(-c2nc3ccccc3o2)cc1,-0.1,-20,0,3,/,-3.2,-1,-4,2
COCc1[nH]nc2c1C1(C(=O)Nc3ccc(F)cc31)C(C#N)=C(N)O2 (stereo not given),1.1,2,-4,5,0.1,-1.3,0,-15,-2
O=C(COC(=O)c1ccc(CO)cc1)c1ccc(S(=O)(=O)N2CCCCC2)cc1,-1.2,0,-1,-2,-1.5,-1.9,-2,/,0
Cc1noc(C)c1C(=O)NC1=NCCS1,-4.8,10,-10,8,-1.3,-0.9,-3,-3,1
N#Cc1cccnc1N1CCN(C(=O)c2cccs2)CC1,-1.7,5,/,4,2.9,-2.5,0,25,13
CCCC(=O)NNc1cc(=O)c2c(=O)n(C)c(=O)n(C)c2[nH]1,3.5,-5,-7,1,/,-2.6,-4,-14,0
CC(C)CN(C(=O)CSc1nncn1-c1ccccc1)c1c(N)n(CC(C)C)c(=O)[nH]c1=O,-2.1,1,-4,1,0.5,-1.9,1,-2,2
O=C(Nc1cc(=O)[nH]c2nc(-c3ccccc3)nn12)c1ccccc1Cl,-0.5,-8,1,1,-2.9,-1.0,4,3,2
COC(=O)c1ccc(CSc2ccccc2NC(=S)Nc2cccc(SC)c2)o1,/,-4,/,4,0.6,-3.9,15,-2,-2
CCCNC(=O)Cn1c(-c2ccc(F)cc2)cc(C(=O)OCC)c1C,1.3,14,-8,8,/,-2.2,8,0,0

# Sorted by SMILES length (smallest number first): some entries from above.
SMILES,Mtb UGM inh,MazF activator,Rv3671c protease,GDH-TPI counter,BioA inh,FadD28 FP inh,PrPC surface inh,BoNT F protease,Mtb FBA inh
Cc1noc(C)c1C(=O)NC1=NCCS1,-4.8,10,-10,8,-1.3,-0.9,-3,-3,1
COC(=O)c1ccc(CSc2ccccc2NC(=S)Nc2cccc(SC)c2)o1,/,-4,/,4,0.6,-3.9,15,-2,-2
COCc1[nH]nc2c1C1(C(=O)Nc3ccc(F)cc31)C(C#N)=C(N)O2 (stereo not given),1.1,2,-4,5,0.1,-1.3,0,-15,-2
CC(C)CN(C(=O)CSc1nncn1-c1ccccc1)c1c(N)n(CC(C)C)c(=O)[nH]c1=O,-2.1,1,-4,1,0.5,-1.9,1,-2,2

# The main list resumes, starting three compounds before the break.
SMILES,Mtb UGM inh,MazF activator,Rv3671c protease,GDH-TPI counter,BioA inh,FadD28 FP inh,PrPC surface inh,BoNT F protease,Mtb FBA inh
O=C(Nc1cc(=O)[nH]c2nc(-c3ccccc3)nn12)c1ccccc1Cl,-0.5,-8,1,1,-2.9,-1.0,4,3,2
COC(=O)c1ccc(CSc2ccccc2NC(=S)Nc2cccc(SC)c2)o1,/,-4,/,4,0.6,-3.9,15,-2,-2
CCCNC(=O)Cn1c(-c2ccc(F)cc2)cc(C(=O)OCC)c1C,1.3,14,-8,8,/,-2.2,8,0,0
O=c1[nH]c2ccccc2nc1NCc1ccccc1,0.0,9,-4,26,0.0,-0.5,-8,?,12
Cc1sccc1/C=N/NC(=O)c1ccco1,2.7,2,-3,28,-0.9,-3.9,-1,4,-1
O=C(COC(=O)Cc1cccs1)Nc1cccc(S(=O)(=O)N2CCOCC2)c1,-1.1,-8,0,5,/,0.4,1,1,0
CCOC(=O)C1=C(COC(=O)c2ccc(OC(C)C)cc2)NC(=O)NC1C (stereo not given),-0.8,3,-2,0,0.9,0.2,5,1,5
Cc1noc(C)c1C(=O)Nc1sccc1C(N)=O,2.4,-12,0,10,-3.1,1.4,1,-8,6
CCN(CC)CCNC(=O)Cn1cnc2sc(C)c(S(=O)(=O)N3CCOCC3)c2c1=O,-1.9,1,5,-3,0.4,-3.4,3,12,0
Cc1ccccc1N/C(=N/S(=O)(=O)c1cc(F)ccc1F)c1ccccc1,-3.1,-4,3,-1,-0.8,-0.7,0,-3,-1
COc1ccc(S(=O)(=O)NC2CC(=O)N(c3cccc(F)c3)C2)cc1OC (stereo not given),/,2,6,6,6.0,-2.8,2,12,0
COc1ccc2sc(-c3ccccc3OC)c(-c3ccc(O)cc3)c2c1,-0.1,3,-16,5,-0.4,-6.8,-2,1,1
Nc1nc2c(ncn2[C@@H]2O[C@H](CNC(=O)[C@H](N)Cc3cncn3COCc3ccccc3)[C@@H](O)[C@H]2O)c(=O)[nH]1,/,/,/,/,-1.4,-4.6,-4,-9,-1
COCCC(=O)N1CCOCC1c1cc(C(=O)NCc2ccccc2)no1 (stereo not given),/,/,/,5,-0.2,-2.6,6,2,-2
CC1CCCCC12NC(=S)N(c1ccccc1)N2 (stereo not given),2.4,4,-2,-2,-0.8,-0.7,0,?,1
Cc1ccc(C)c(N(CC(=O)NC2CCCC2)C(=O)c2cc3cc4cc(C)ccc4nc3s2)c1,0.8,1,-4,-7,-1.1,-2.5,10,5,0
CCOC(=O)[C@@H]1[C@H]2COc3ccc(Br)cc3[C@@H]2N2C(=O)N(c3ccc(Cl)cc3)C(=O)[C@@]12C,2.6,1,-1,13,-1.8,-0.9,3,-3,2
CCN(CC)S(=O)(=O)c1ccc(C(=O)NCCc2ccccn2)cc1,-0.2,3,10,-1,8.2,-4.0,6,-1,2
O=C(/C=C/C(=O)NCc1cccs1)NCc1cccs1,1.5,6,1,-6,/,-1.3,6,10,1
CCN(CC)CCCn1c(SCC(=O)Nc2cccc(F)c2)nnc1-c1ccoc1C,1.6,9,1,-10,1.8,-3.0,-6,-16,0
Cc1nonc1OCC(C)(COc1nonc1C)NC(=O)c1ccccc1,0.9,-6,-7,-13,-0.2,-0.4,-2,7,-2
c1ccc(Cn2c[n+](Cc3ccccc3)c3ccccc32)cc1,0.4,7,0,-3,3.9,3.9,-3,-3,7
CC1(C)CC(=O)C=C(c2ccc(-c3cnc4ccccc4c3)cc2)C1=O,/,6,/,20,-0.1,-2.3,-10,7,-2
O=C(Nc1nnc(-c2cccs2)s1)C1CC1,0.0,12,14,23,-0.5,-4.3,0,-3,26
Cn1c(=O)c2c(nc(CN3CCCCC3)n2CCCc2ccccc2)n(C)c1=O,-1.3,-1,1,3,-5.1,-1.3,2,3,0
COc1ccc(S(=O)(=O)NC(=O)C2(C)CCN2C(=O)CCc2ccc(Cl)cc2Cl)cc1 (stereo not given),/,/,/,8,-2.1,-2.4,-5,-1,2
O=c1c2cc(Cl)ccc2[nH]c(=S)n1Cc1ccco1,3.4,3,-1,27,-2.4,-1.6,6,-2,2
O=C(NCCCN1CCN(c2ccccc2)CC1)C1CCCN(c2ncnc3c2nc2n3CCCCC2)C1 (stereo not given),0.2,1,3,3,1.8,-0.1,-4,12,-2
O=C(OCCCOc1ccc(F)cc1)c1ccc(O)cc1O,-3.0,-4,-11,-3,9.5,0.8,-10,-9,-3
Cc1cc(Cl)c2ccc(Cl)cc2n1,0.4,3,4,-6,/,-1.6,2,-4,2
Cc1ccc(C)c(NCC(=O)NNC(=S)Nc2ccccc2)c1,3.3,12,-1,-5,1.3,-0.7,-2,2,-6
CSc1ccccc1NC(=O)CN(C)CC(=O)Nc1ccccc1F,-0.9,2,-1,1,0.1,1.1,0,1,2
CNC(=S)N(CCc1c(C)[nH]c2ccc(F)cc12)Cc1cccnc1,-0.1,3,-2,3,4.0,1.3,-12,-30,0
CCCCN1C(=S)NC[C@@H]1Cc1cccc2ccccc12,-3.3,5,-9,0,0.2,-2.5,-4,-9,1
Cc1ccc(-c2nnn(CC(=O)O)n2)cc1,-0.8,8,-3,2,-1.2,-1.5,3,12,3
Cc1ccc(C(=O)CNc2cccc([N+](=O)[O-])c2)cc1,4.5,29,-7,-4,-1.1,-4.1,1,-3,-1
CC(=O)c1ccc(N2CCN(C(=O)CCCn3c(=O)[nH]c4ccccc4c3=O)CC2)cc1,-0.9,8,-3,14,/,-4.2,7,-4,1
CN(CC(N)=O)S(=O)(=O)c1ccc(F)cc1,3.0,-6,-6,-8,/,-2.7,11,2,2
O=C(CCc1nc(-c2ccccc2F)no1)NCc1ccco1,-2.2,4,-2,3,15,-0.8,1,6,2
CC(=O)N1CCc2cc(S(=O)(=O)CCC(=O)NCc3ccc4c(c3)OCO4)ccc21,-1.4,8,-2,1,2.8,-1.1,-4,-7,3
O=[N+]([O-])c1ccc2c(c1)[nH]c(=S)n2-c1ccccc1,1.9,-26,13,8,/,-1.3,-3,-6,4
O=C(COC(=O)c1ccc(C(F)(F)F)cc1)NC(=O)NC1CCCC1,/,3,-4,6,0.8,0.1,-3,-11,0
CC12CCC(C(=O)N3CCN(c4ccccc4)CC3)(CC1=O)C2(C)C (stereo not given),-6.1,1,7,/,/,/,-1,/,/
O=C(OC1CCOC1=O)c1cncc(Br)c1 (stereo not given),2.6,-4,-5,12,-1.0,0.8,3,-2,2
Cc1c(-c2ccccc2)sc(Br)c1C(=O)N1CCOCC1,2.2,1,8,-1,0.7,-4.9,2,-7,0
COc1cc(NC(=O)C23CC4CC(C2)CC(n2cnc([N+](=O)[O-])n2)(C4)C3)cc(OC)c1,1.2,3,-3,4,/,-3.4,-23,-5,-3
CCN(Cc1cc(=O)n2cc(Cl)c(C)c(Cl)c2n1)Cc1nc2ccccc2c(=O)[nH]1,1.6,9,1,0,/,-4.6,-3,4,-4
Cc1ccc2nc(-c3ccc(Cl)cc3)c(CC3CCCCC3)n2c1,/,/,/,/,0.0,-3.4,-3,2,2
O=C(Nc1ccc(Cl)cc1)N(CCCN1CCOCC1)Cc1cccs1,0.0,0,-5,-6,0.3,0.3,-1,1,-2
O=C1N(Cc2ccc3c(c2)OCO3)c2ccccc2C1(O)c1c[nH]c2ccccc12 (stereo not given),-0.1,-4,-7,7,0.3,-1.3,0,10,-2
O=C(NCCc1ccccc1)c1ccc(OCCOc2ccccc2)cc1,0.3,2,-2,-4,-0.1,0.1,/,-6,-1
CC(=O)N1CCN(c2ccccc2NC(=O)c2cc(Br)ccc2Cl)CC1,-0.9,0,-1,-6,0.4,1.1,5,?,8
CN(Cc1cccs1)C(=O)c1ccc(S(=O)(=O)N2CCCCC2)cc1,2.2,12,8,6,0.3,-1.1,5,8,-3

# Later entries
SMILES,Mtb UGM inh,MazF activator,Rv3671c protease,GDH-TPI counter,BioA inh,FadD28 FP inh,PrPC surface inh,BoNT F protease,Mtb FBA inh
CC(C)NC(=O)c1sc2c(c1C(=O)Nc1cccnc1)CCCC2,-4.5,-1,-7,12,/,-0.7,-4,?,4
Cc1ccc(/C=N/NC(=O)c2nnn(-c3nonc3N)c2CSc2ccccc2)cc1,-0.4,24,8,12,/,0.3,2,0,-1
COc1ccccc1C1CC(=O)Oc2cc(C)cc(C)c21 (stereo not given),/,40,/,9,-0.5,-1.4,-8,-7,0
Cc1cccc(C(=O)Oc2ccccc2C2C[C@]3(C)CC(=O)NC3N2C(=O)c2cccc(C)c2)c1 (stereo not given in full),0.1,5,-1,12,-2.4,0.9,14,-59,2
Cc1ccc(NC2=C/C(=N/S(=O)(=O)c3cccs3)c3ccccc3C2=O)cc1,1.0,8,-77,0,/,-2.5,2,-3,0
CCCNc1nc2c(c(=O)[nH]c(=O)n2C)n1Cc1cccc(Br)c1,-1.8,-1,-7,15,-0.3,-3.4,-1,0,-1
COc1ccc(CN2CCN(CCc3ccccc3)C(CCO)C2)c(Cl)c1OC (stereo not given),-2.3,2,-2,17,3.2,-4.0,-6,?,0
Cc1cn([C@H]2C[C@H](O)[C@@H](CNC(=O)[C@H](N)Cc3cscn3)O2)c(=O)[nH]c1=O,/,6,/,9,-1.2,-1.3,-10,2,1
CCn1ccnc1CN1CCCC(CO)(Cc2cccc(OC)c2)C1 (stereo not given),1.5,2,2,4,/,-3.2,6,-9,-1
COc1ccccc1S(=O)(=O)Cc1ccc(C(=O)N2CCN(c3ccccn3)CC2)o1,-0.2,5,1,7,1.2,-0.9,/,6,1
COc1cc(-c2nc(C)c(C(C)=O)n2O)ccc1OCC(=O)Nc1ccc(Cl)cc1,-1.0,-14,4,9,/,-0.5,6,-7,0
CCOC(=O)CSc1nnc(Cn2nnc(-c3ccccc3)n2)n1C,-0.9,-1,-3,-16,2.0,-3.3,0,0,-4
Cc1ccccc1-c1ccc(Nc2ccc(N3CCOCC3)cc2)nn1,-1.9,6,-4,2,/,-3.8,/,-188,0
CCOc1ccc2c(C)nc(NC3=NC(C)(C)C=C(C)N3)nc2c1,0.3,-3,4,13,2.6,-3.0,14,-12,12
